Compound activity as filed in PubChem BioAssay.
DNA FID counter: compounds displacing fluorescent DNA intercalator, primary screen, artefact control for HCV NS3 helicase inhibitor project, biochemical, FID fluorescence; AID 1845, 2009; inhibition, % at 7.9 µM; actives 0.17% (n = 290,000); DNA fluorescent intercalator displacement; in the data active means inhibition above about 37%;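 further: 0% = vehicle and 100% = reference compound; higher means more ethidium bromide displaced from hairpin DNA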
V1aR counter: agonists of human V1a receptor, primary screen, counter-screen for OXTR agonist project, fluorescence, CHO-V1R cells; Vasopressin V1a receptor (Homo sapiens), P37288; AID 2797, 2010; Fluo-8 calcium fluorescence, agonist mode; 0% DMSO, 100% 3 nM vasopressin; activation, % at 3 µM; actives 0.25% (n = 320,000);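 active means activation above the mean activation of all tested compounds plus 3 SD, per screening run, cut at about 20% in these data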;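 further: signal is peak over basal fluorescence ratio across a 100 second FLIPR read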
Target sequence (P37288 whole entry, looked up): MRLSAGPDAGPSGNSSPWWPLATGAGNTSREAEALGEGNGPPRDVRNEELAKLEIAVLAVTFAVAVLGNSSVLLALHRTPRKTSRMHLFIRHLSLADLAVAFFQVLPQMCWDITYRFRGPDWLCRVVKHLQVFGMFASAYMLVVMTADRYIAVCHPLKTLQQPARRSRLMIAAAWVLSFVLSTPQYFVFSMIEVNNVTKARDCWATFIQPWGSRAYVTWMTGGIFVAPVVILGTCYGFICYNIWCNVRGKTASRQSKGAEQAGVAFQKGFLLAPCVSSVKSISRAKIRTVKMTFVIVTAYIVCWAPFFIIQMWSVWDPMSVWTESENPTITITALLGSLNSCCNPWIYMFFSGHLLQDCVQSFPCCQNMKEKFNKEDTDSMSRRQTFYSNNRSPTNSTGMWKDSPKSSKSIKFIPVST
PHOSPHO1 block: PubChem AID 1565; Phosphoethanolamine/phosphocholine phosphatase (Homo sapiens), Q8TCT1; recombinant PHOSPHO1, absorbance phosphatase assay; inhibition, % at 13.3 µM; actives 1.1% (n = 290,000); in the data active means inhibition above about 60%
NS3 helicase inh: inhibitors of HCV NS3 helicase, primary screen, biochemical, Cy5 molecular beacon fluorescence; Hepatitis C virus NS3 helicase; NS3 helicase DNA unwinding; inhibition, % at 10.9 µM; actives 0.56% (n = 290,000);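 active means inhibition above the mean of all tested compounds plus 3 SD, set per campaign, cut at about 35% in these data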;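 further: 0% = DMSO wells and 100% = thioflavine S control wells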
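Compound dosing – single dose, 10.9 µM nominal final, DMSO 0.8% final · System – NS3 helicase fragment of HCV · Buffer or medium – MOPS pH 6.5, MgCl2, DTT, Tween20, BSA · Signal – Cy5 beacon fluorescence read at start and 1 h · Also added – annealed dual-labelled DNA beacon duplex, ATP-started · Schedule – 1 h at 25 °C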
VIM-2 inhibitor: VIM-2 metallo-beta-lactamase inhibitors, primary screen, biochemical, epi-absorbance readout, Pseudomonas aeruginosa enzyme; purified VIM-2, nitrocefin hydrolysis, epi-absorbance fluorescence; actives 0.89% (n = 290,000); AID 1527, 2009; inhibition, % at 5.6 µM;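 active means inhibition above the mean of all tested compounds plus 3 SD, cutoff set per screening run, cut at about 7.5% in these data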;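 further: red hydrolysis product quenches plate fluorescence so inhibitors raise well fluorescence; 0% = enzyme with DMSO and 100% = DMSO without enzyme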
OXTR agonist: human OXTR agonists, primary screen, fluorescence, CHO-OTR cells, Fluo-8 calcium | activation, % at 3 µM | Fluo-8 calcium fluorescence; normalized: DMSO 0%, oxytocin 100% | actives 0.32% (n = 320,000) | Oxytocin receptor (Homo sapiens), P30559;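 active means activation above the mean of all tested compounds plus 3 SD, cutoff set per screening run, cut at about 20% in these data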;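 further: peak over basal fluorescence ratio from a 100 s FLIPR kinetic read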
Target sequence (P30559 whole entry, looked up): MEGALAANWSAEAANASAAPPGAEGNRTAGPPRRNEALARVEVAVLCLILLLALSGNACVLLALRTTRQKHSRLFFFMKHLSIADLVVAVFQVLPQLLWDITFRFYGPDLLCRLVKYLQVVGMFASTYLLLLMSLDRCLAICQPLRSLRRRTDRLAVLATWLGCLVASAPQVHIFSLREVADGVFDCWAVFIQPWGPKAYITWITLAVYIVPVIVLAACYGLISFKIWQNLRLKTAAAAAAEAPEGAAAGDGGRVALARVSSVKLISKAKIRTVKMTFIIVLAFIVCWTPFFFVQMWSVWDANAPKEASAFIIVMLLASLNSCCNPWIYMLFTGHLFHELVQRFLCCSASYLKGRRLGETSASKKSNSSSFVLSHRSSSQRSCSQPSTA
GalR3 antag: GalR3 antagonists in HEK293 cells, primary screen, cell-based, fluorescence readout; Galanin receptor type 3 (Homo sapiens), O60755; HEK293 GalR3-CNG cAMP membrane potential fluorescence; galR3 body fused to GalR1 C-terminus; inhibition, % at 3 µM; actives 0.44% (n = 360,000); AID 651719, 2012;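 active means inhibition above the screen-wide average plus 3 SD, cut at about 13% in these data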;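 further: forskolin and galanin both at EC90 stimulate the cells; cAMP rise reported by CNG channel membrane potential dye signal; 0% = forskolin plus galanin with DMSO and 100% = forskolin alone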
Target sequence (O60755 1-299 limits assumed): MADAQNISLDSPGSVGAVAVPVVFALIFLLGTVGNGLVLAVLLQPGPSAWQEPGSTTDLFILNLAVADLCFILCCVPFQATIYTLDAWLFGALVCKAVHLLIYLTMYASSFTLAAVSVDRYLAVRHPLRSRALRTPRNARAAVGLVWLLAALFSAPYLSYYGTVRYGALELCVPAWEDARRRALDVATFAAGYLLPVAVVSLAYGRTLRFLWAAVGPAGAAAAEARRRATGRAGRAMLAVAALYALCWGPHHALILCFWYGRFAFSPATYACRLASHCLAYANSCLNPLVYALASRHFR
IMP-1 inhibitor: IMP-1 metallo-beta-lactamase inhibitors, primary screen, biochemical, epi-absorbance readout, Pseudomonas aeruginosa enzyme. metallo-beta-lactamase IMP-1 (Pseudomonas aeruginosa). purified IMP-1, nitrocefin hydrolysis, epi-absorbance fluorescence. inhibition, % at 5.6 µM. actives 0.45% (n = 290,000);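 active means inhibition above the mean plus 3 SD of all compounds in the same screening run, cut at about 4.5% in these data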;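 further: 0% = IMP-1 with DMSO and 100% = DMSO wells lacking enzyme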
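System: purified IMP-1; amount: IMP-1 0.2 nM before substrate addition; compound: single dose, 5.6 µM; times: 25 °C, 15 min preincubation, 25 min reaction; signal: Epi-absorbance via hydrolysed-nitrocefin quenching of white-plate fluorescence, 480/530 nm, EDTA stop; benchmarks: DMSO with and without IMP-1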
GPR7 antagonist: GPR7 receptor antagonists, primary screen, cell-based, fluorescence, single concentration; Neuropeptides B/W receptor type 1 (Homo sapiens), P48145; GPR7-expressing cells, fluorescence antagonist assay; inhibition, % at 4.4 µM; actives 1.1% (n = 290,000); in the data active means inhibition above about 16%, passing the limit was not always enough;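 further: cells stimulated with the agonist NPW; 0% = agonist with vehicle and 100% = vehicle without agonist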
* = called active by the depositor; x = not tested or not shown; & = joins results of further samples.

SMILES	DNA FID counter	V1aR counter	PHOSPHO1 block	NS3 helicase inh	VIM-2 inhibitor	OXTR agonist	GalR3 antag	IMP-1 inhibitor	GPR7 antagonist
O=C(O)c1c(Cl)c(Cl)c(Cl)c(Cl)c1C(=O)N1CCOCC1	3	-0.1	0	-25	0.3	-0.2	3	-4.6	-8
Cc1ccc(S(C)(=O)=O)cc1C(=O)N1CC(C(N)=O)Oc2ccccc21 (stereo unspecified)	-2	-0.1	27	7	-1.6	0.8	-10	-3.3	-10
COC(=O)Nc1ccc2c(c1)N(C(=O)CCN1CCOCC1)c1ccccc1S2	-6	1.4	-27	-6	-1.3	1.0	-2	-6.3	-1
COC(=O)CNc1ccc2c(c1)OCO2	-1	-0.4	-4	0	-4.5	-0.2	0	-1.4	-10
CCC(=O)NC(c1ccc([N+](=O)[O-])cc1)c1c(O)ccc2ccccc12 (stereo unspecified)	10	5.4	14	-6	-1.4	9.1	-5	-1.4	4
CNC(=O)c1cc(C(=O)c2ccccc2C(F)(F)F)c[nH]1	-1	3.7	-26	6	0.4	3.7	-2	0.7	-6
C[n+]1c2n(c3ccccc31)N=C(c1ccccc1)CS2	1&8	0.1&0.0	12&23	-6&-1	-0.6&-3.2	-0.6&-0.1	-6&-3	-1.1&-0.7	-5&-13
Oc1ccc(NCc2ccccc2OCc2ccccc2F)cc1	-1	-1.4	-31	8	-4.6	-2.1	-5	-6.3	1
O=C(NCCc1nc2ccc(Cl)cc2[nH]1)C1CCC(=O)N(Cc2cccc(F)c2)C1 (stereo unspecified)	-15	0.0	33	0	-0.1	1.1	0	-0.7	-16
COC(=O)C1=C(N)OC2=C(C(=O)CC(C)(C)C2)C1c1ccccc1OCC#N (stereo unspecified)	-4	-0.2	12	2	0.3	0.1	-5	-1.3	-17
CN(C)CC(=O)N1CCc2ccccc2C1	2	-0.4	-3	-1	-3.3	0.6	-5	-3.1	-15
O=C1C2CCCN2C(=O)N1CCCCN1CCN(c2ccc(F)cc2)CC1 (stereo unspecified)	0	0.9	4	3	-1.6	0.7	0	-1.2	-12
CCOC(=O)c1c(NC(=O)C(=O)N/N=C/c2ccc(O)c(OC)c2)sc2c1CCCCC2	-9	0.0	-2	-8	-1.4	-1.4	3	-1.9	0
O=C(CCCCCN1C(=O)CCC1=O)Nc1ccc(Br)cc1F	-6	-0.5	10	-5	-1.6	-1.1	-2	0.2	4
COc1cc2c(N3CCOCC3)cc(O)c(CC(=O)Nc3ccccc3)c2cc1OC	-18	1.2	31	0	-0.1	-0.4	-2	-5.5	-14
COc1cc(Cl)c(C)cc1NC(=O)COC(=O)/C=C/c1c(C)nn(C2CCS(=O)(=O)C2)c1Cl (stereo unspecified)	0	-0.4	8	-1	-3.3	-0.7	-3	-4.1	-6
CC(C)C[C@@H](COc1ccccc1)N1CCN(CCc2ccccc2)CCC1=O	-20	-0.6	-7	-29	-0.4	-2.7	-8	-1.9	9
CN1CCc2c(sc(NC(=O)c3ccc(C(=O)c4ccccc4)cc3)c2C(N)=O)C1	19	1.3	43	-44	4.6	2.2	-1	-0.8	8
CC(C)(C)C(=O)Nc1sc2c(c1-c1nc3ccccc3[nH]1)CCCC2	3	-0.9	18	-12	-1.2	-2.5	-7	-2.3	-6
Cc1cccc(NC(=O)COC(=O)c2cccs2)c1C	-5	1.0	27	1	-2.2	0.7	-8	-3.0	-4
CC(C)(C)c1nn(-c2ccccc2)c2nc(Cl)c(C=O)cc12	2	1.0	21	2	-2.0	0.0	x	-2.7	-8
Cc1cc(/C=C2\C(=N)N3N=C(S(C)(=O)=O)SC3=NC2=O)c(C)n1Cc1ccccc1	-27	-0.6	-8	9	-4.0	-0.8	-3	-3.5	8
CCOc1ccc(NC(=O)C(=O)NCCN2CCN(S(=O)(=O)c3ccc(C)cc3)CC2)cc1	-7	1.1	13	4	-1.4	1.5	-1	-1.9	-10
O=C(NCc1cccnc1)c1c[nH]c2cc3c(cc2c1=O)OCCO3	-7	0.9	-4	6	-3.5	-0.3	-6	-4.2	-2
Cn1c(=O)[nH]c2sc3c(c2c1=O)CC(C)(C)OC3	0	0.1	15	2	-2.4	-0.9	3	-1.4	-12
CCC(c1nnnn1C1CCCC1)N1CCN(c2ccccc2F)CC1 (stereo unspecified)	-8	-0.5	-27	5	-2.2	-1.3	1	-2.2	-7
COc1ccc(Oc2nnc(-c3ccc(C)cc3)c3ccccc23)cc1	-1	-0.5	7	4	-3.1	-1.6	-9	-2.5	-8
CCc1ccc(CNC(=O)CCCC(=O)n2nc(C)c3ccccc32)cc1	-30	-0.2	31	-4	0.4	-1.1	3	0.1	0
O=C(CCN1C(=O)C2C3CC(C(Br)C3Br)C2C1=O)OCC(=O)c1cccc([N+](=O)[O-])c1 (stereo unspecified)	-8	2.2	36	-7	0.2	0.9	-8	-0.8	6
CCOc1nc(-c2ccccc2)ccc1-c1noc(COc2ccccc2)n1	1	3.4	13	-4	0.2	4.6	0	-1.5	4
O=c1/c(=C/c2ccccn2)sc2nc3ccccc3n12	1	0.6	45	6	2.2	0.6	-1	-1.3	4
COc1ccc(C)cc1S(=O)(=O)Nc1cccc(Cl)c1	-4	0.2	-11	-5	-2.3	0.3	-4	-5.8	-6
COc1ccc(-c2nc3c(c(SCC(=O)N4CCOCC4)n2)Cc2c(CO)cnc(C)c2O3)cc1	-55	2.6	13	12	5.6	-0.7	-5	6.3*	-7
CC(C)N(C(=O)CSc1nnc(Cc2csc(Nc3ccccc3)n2)o1)C(C)C	-47	3.6	-98	-1	-3.6	1.0	-4	-4.1	3
Cn1c(=O)cc(SCC(=O)NCCCN2CCOCC2)c2ccc(Cl)cc21	7	1.4	45	-5	2.0	0.2	-6	0.9	-3
CCn1cc(CCCC(=O)NCc2cccnc2)c2ccccc21	-16	x	46	2	-3.3	x	-13	-0.3	-4
COc1ccc(N(CC(=O)N2CCN(Cc3ccccc3)CC2)S(C)(=O)=O)cc1OC	-11	1.4	3	3	-1.4	-0.2	-6	-3.2	-7
O=C(O)c1cc2n(n1)C(C(F)(F)F)CC(c1ccco1)N2 (stereo unspecified)	-9	0.9	12	9	-1.6	0.0	-2	-1.3	-10
COC(=O)c1ccc2c(=O)n(-c3ccccc3F)c(=S)[nH]c2c1	-11	1.2	6	2	-2.2	1.4	1	-2.2	3
CCOc1cccc(NC(=O)C2CC(=O)N(C)C(=Nc3cccc(F)c3)S2)c1 (stereo unspecified)	-15	1.0	-43	-9	-1.0	0.7	-10	-0.6	6
O=C(CN1CCN(S(=O)(=O)c2ccccc2F)CC1)Nc1ccccc1C(=O)c1ccccc1	-31	0.3	34	-15	-0.6	-2.2	-4	0.5	-3
C=CCO/N=C/C1=C(O)C(C(=O)OC)C(C)(C)CC1=O (stereo unspecified)	10	1.0	28	5	-5.3	1.3	1	-1.6	2
N#CCC(=O)Nc1ccc(C(=O)OCC(=O)Nc2ccccc2-c2ccccc2)cc1	-8	0.1	28	2	-3.3	0.5	1	-1.9	-9
Cc1ccc(C(=O)C2=C(O)C(=O)N(Cc3ccco3)C2c2cccc(Br)c2)o1 (stereo unspecified)	-47	0.4	53	101*	-1.9	-0.6	-6	-1.4	-11
CN(C)c1cccc2c(S(=O)(=O)N3CCOCC3)cccc12	-13	0.4	-13	8	-2.6	-1.4	-1	-3.2	-16

Ordered by value in GalR3 antag (highest first): some entries from above.
Compound,PHOSPHO1 block,NS3 helicase inh,VIM-2 inhibitor,GalR3 antag,IMP-1 inhibitor,GPR7 antagonist
CN(C)c1cccc2c(S(=O)(=O)N3CCOCC3)cccc12,-13,8,-2.6,-1,-3.2,-16
COc1ccc(-c2nc3c(c(SCC(=O)N4CCOCC4)n2)Cc2c(CO)cnc(C)c2O3)cc1,13,12,5.6,-5,6.3*,-7
CCn1cc(CCCC(=O)NCc2cccnc2)c2ccccc21,46,2,-3.3,-13,-0.3,-4

New compounds follow:
SMILES	DNA FID counter	V1aR counter	PHOSPHO1 block	NS3 helicase inh	VIM-2 inhibitor	OXTR agonist	GalR3 antag	IMP-1 inhibitor	GPR7 antagonist
O=C(CN1C(=O)NC2(CCCC2)C1=O)Nc1nc(-c2ccc(F)cc2)cs1	-11	4.2	11	-1	-2.3	0.5	-10	-4.5	-3
CC(=O)c1cc(Cc2csc(C(C)=O)c2)cs1	-3	0.9	7	0	-2.6	-0.3	2	-4.6	1
O=C(c1ccccc1)N(Cc1ccccc1)c1ccccn1	-8	-1.1	-11	-7	-1.7	-2.0	-6	1.4	6
CS(=O)(=O)Nc1ccc(C2=NN(C(=O)c3ccco3)C(c3ccc(F)cc3)C2)cc1 (stereo unspecified)	-21	10	19	-20	-1.0	0.8	-3	-2.3	-8
CSC1=C(C#N)C(=O)NC(c2ccccc2O)S1 (stereo unspecified)	3	1.6	-2	5	2.6	-0.8	-3	-1.3	7
COC(=O)C(Cc1cncn1COCc1ccccc1)NC(=O)OC(C)(C)C (stereo unspecified)	-6	0.9	14	-4	-1.7	1.1	1	-4.3	7
CC1CCc2nc(NC(=O)Cc3cccs3)sc2C1 (stereo unspecified)	-4	0.6	1	-8	-1.4	-0.2	-4	-1.5	-5
CCCCNC(=O)c1cc(-c2ccc3c(c2)OCO3)on1	-14	0.6	27	-3	-3.1	0.1	-10	-2.3	0
CCOc1ccc(NC(=O)CCNC(=O)c2ccco2)cc1	-4	-0.3	37	0	0.7	0.5	-8	-1.3	-4
Cc1ccc(CSCC(=O)N2CCCC2)cc1	-5	-1.0	32	6	-1.5	-1.1	-2	-2.5	-6
COCc1cc(C)[nH]c(=O)c1C#N	-2	0.1	0	-2	-3.1	0.7	0	-1.4	-6
COC(=O)c1cc(=O)c2c(C)nc(C(Cl)(Cl)Cl)nc2[nH]1	4	1.5	24	-10	-2.6	0.4	-4	-4.8	-6
COc1cccc(CN2CCN(Cc3ccc(C)o3)CC2CCO)c1 (stereo unspecified)	3	0.7	16	-6	-3.2	2.0	9	0.4	-9
Cn1nc(-c2ccccc2)c(CO)c1Oc1cccc(C(F)(F)F)c1	-16	4.9	-16	5	0.3	4.6	-1	-1.6	-2
OC1C[N+]2(CCCCC2)C1	-5	3.4	-3	1	-4.8	1.1	-5	-2.8	-16
CC1(C)CC(=O)C=C(NCCCN2CCCC2=O)C1	-5	-0.5	x	12	-0.7	0.2	-3	-2.6	-13
CCOC(=O)N1CCC(NC(=O)C(NS(=O)(=O)c2ccc3c(c2)CCN3C(C)=O)C(C)C)CC1 (stereo unspecified)	-13	2.3	-1	-7	-3.4	-0.4	-3	-2.8	1

An unsorted share of the library; overall some 4.3% were active at least once.
